Screens as filed in PubChem BioAssay.
MazF activator: increases E. coli MazEF RNase cleavage of RNA; P0AE70; FAM/BHQ RNA-DNA oligo cleavage fluorescence, 5 h; activation, % at 20 µM; 350,000 tested, 0.32% active; AID 504720; in the data active = activation above about 50%
BoNT-A LC inh2: blocks Botulinum neurotoxin A light chain protease | multiplex microsphere protease substrate cleavage, flow cytometry | inhibition, % at 10 µM | 360,000 tested, 0.17% active | AID 588499; note: plate controls were buffer without enzyme for full effect and enzyme alone for no effect
Anthrax LF prot: blocks Bacillus anthracis lethal factor protease. P15917. multiplex microsphere protease cleavage assay, LF. inhibition, % at 10 µM. 360,000 tested, 0.12% active; note: plate controls were buffer without enzyme for full effect and enzyme alone for no effect
Target sequence (P15917 whole entry, looked up): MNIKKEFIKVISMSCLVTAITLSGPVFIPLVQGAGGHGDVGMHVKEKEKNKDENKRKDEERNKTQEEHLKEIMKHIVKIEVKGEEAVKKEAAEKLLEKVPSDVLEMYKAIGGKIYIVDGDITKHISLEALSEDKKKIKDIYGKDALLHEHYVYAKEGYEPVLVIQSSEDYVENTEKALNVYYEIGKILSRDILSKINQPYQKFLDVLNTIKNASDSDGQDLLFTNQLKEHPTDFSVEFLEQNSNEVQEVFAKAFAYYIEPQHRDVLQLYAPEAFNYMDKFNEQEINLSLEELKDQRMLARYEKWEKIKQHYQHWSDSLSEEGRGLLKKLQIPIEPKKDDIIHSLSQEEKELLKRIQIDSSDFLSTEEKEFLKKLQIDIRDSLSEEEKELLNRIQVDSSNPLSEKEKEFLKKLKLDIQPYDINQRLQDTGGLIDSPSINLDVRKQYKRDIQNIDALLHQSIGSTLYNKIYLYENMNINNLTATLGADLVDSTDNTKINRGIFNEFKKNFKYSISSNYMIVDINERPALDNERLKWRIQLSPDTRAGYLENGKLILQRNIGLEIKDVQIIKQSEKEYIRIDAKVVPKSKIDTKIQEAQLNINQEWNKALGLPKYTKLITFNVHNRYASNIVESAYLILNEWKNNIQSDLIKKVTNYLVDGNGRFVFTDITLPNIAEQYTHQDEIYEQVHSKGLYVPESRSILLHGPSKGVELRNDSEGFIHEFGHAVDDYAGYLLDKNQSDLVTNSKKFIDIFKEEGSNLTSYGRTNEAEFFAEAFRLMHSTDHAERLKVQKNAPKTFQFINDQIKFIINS
PriA SSB inh: inhibitors of Klebsiella pneumoniae PriA binding to SSB C-terminal tail. inhibition, % at 33 µM. AlphaScreen SSBct-PriA binding, biotinylated peptide. 430,000 tested, 0.6% active. AID 1272365; in the data active = inhibition mostly above about 37%, no sharp cut-off; inactive = mostly below about 20%;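 note: plate controls were negative control peptide for no effect and reference peptide for full effect; strong numbers were not always called active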
CCHF vOTU inh: CCHFV vOTU protease inhibition. Pep-AMC fluorescence. inhibition, % at 11.5 µM. 370,000 tested, 0.55% active. AID 651958; in the data active = inhibition above about 30%; note: 0% = vehicle wells with enzyme and 100% = no enzyme wells
3CLpro inhibitor: SARS-CoV 3CLpro protease inhibition. 290,000 tested, 0.14% active. recombinant SARS-CoV 3CLpro, quenched FRET peptide cleavage. P0C6X7. inhibition, % at 6 µM; in the data active = inhibition above about 12%
BoNT F protease: BoNT F light chain protease inhibition; 360,000 tested, 0.22% active; inhibition, % at 10 µM; Multiplex microsphere protease cleavage assay, flow cytometry; in the data active = inhibition above about 35%, passing the limit was not always enough; inconclusive = no clear call, values can overlap the other calls; note: plate controls were buffer without enzyme for full effect and enzyme alone for no effect
Rv3671c inh: inhibits the M. tuberculosis serine protease Rv3671c | P9WHR9 | AID 2606 | inhibition, % at 5.96 µM | 320,000 tested, 0.048% active; in the data active = inhibition above about 38%;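 note: extracellular domain of Rv3671c used as enzyme; 0% = enzyme with DMSO and 100% = no enzyme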
PrPC TRFRET: cell surface PrPC inhibition, primary TR-FRET screen; TR-FRET read-out; P04156; inhibition, % at 13.8 µM; 370,000 tested, 0.43% active; AID 720596; in the data active = inhibition above about 24%; note: 0% = median of the test wells and 100% = reference compound wells
VHR inh abs: inhibitors of human VHR1 phosphatase (DUSP3). P51452. AID 1654. inhibition, % at 13.3 µM. recombinant VHR phosphatase, pNPP absorbance. 290,000 tested, 0.52% active; in the data active = inhibition above about 50%; note: some compounds called inactive have numbers as strong as hits
Target sequence (P51452 whole entry, looked up): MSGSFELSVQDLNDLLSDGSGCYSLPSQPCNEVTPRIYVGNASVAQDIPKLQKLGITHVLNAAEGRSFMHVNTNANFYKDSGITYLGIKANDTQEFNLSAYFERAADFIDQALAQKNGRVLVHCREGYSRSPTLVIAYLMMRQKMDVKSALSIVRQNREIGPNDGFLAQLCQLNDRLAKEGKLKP
The depositor's hits bear a star; ? = inconclusive; nt = not tested or not shown. Cut-off read from the data, not from the text of the source, unless noted: active = inhibition above about 30%; inconclusive = no clear call, values can overlap the other calls; inactive = below that.

Keys: A = MazF activator; B = BoNT-A LC inh2; C = Anthrax LF prot; D = PriA SSB inh; E = CCHF vOTU inh; F = 3CLpro inhibitor; G = BoNT F protease; H = Rv3671c inh; I = PrPC TRFRET; J = VHR inh abs
O=C(NCc1ccc(F)cc1)c1cc(-c2cccs2)on1
  A = -1	B = 2.4	C = 0	D = -8	E = -5	F = -7	G = 0	H = 2	I = -4	J = 15

CC(=O)Nc1c2c(nn1-c1cccc(C)c1)CSC2
  A = 3	B = 0.8	C = -2	D = -10	E = -15	F = -2	G = 4	H = 0	I = 2	J = 13

Nc1nc2c(s1)CC(c1ccccc1)CC2 (centres undefined)
  A = -9	B = -3.6	C = 1	D = 9	E = 6	F = 0	G = -48	H = -1	I = 4	J = 14

COCOCCn1cc(CN2CCS(=O)(=O)N(Cc3ccc(-c4cccc(CO)c4)cc3)C(C(C)C)C2=O)nn1 (centres undefined)
  A = 3	B = -0.7	C = -4	D = nt	E = 1	F = nt	G = -6	H = nt	I = -6	J = nt

CCCCCC1CCC(c2nnc(SCC(C)=O)o2)CC1 (centres undefined)
  A = -1	B = -0.5	C = -2	D = -3	E = -3	F = -2	G = 3	H = 6	I = 3	J = 2

CCCN1C(=O)C(Cc2nc3ccccc3c(=O)n2C)c2ccccc21 (centres undefined)
  A = 1	B = 0.1	C = -3	D = -18	E = 15	F = 0	G = 1	H = 8	I = -1	J = 3

C=CCN(c1ccccc1C(=O)O)S(=O)(=O)c1ccc(C)cc1
  A = 7	B = 0.3	C = 3	D = -12	E = 0	F = 3	G = -1	H = -1	I = 10	J = 22

CCOc1ccc(-n2ccnc2SCC(=O)NCc2ccc3c(c2)OCO3)cc1
  A = -4	B = -1.4	C = 1	D = 26	E = nt	F = 0	G = -18	H = 13	I = nt	J = 31

O=S1(=O)C=C(N2CCOCC2)c2ccccc21
  A = 0	B = 0.4	C = 2	D = -11	E = 1	F = 4	G = 3	H = 1	I = 4	J = 24

CCN(C(=O)Cc1c(C(=O)O)n(C)c2ccccc12)c1cc(OC)ccc1OC
  A = -4	B = 1.3	C = 6	D = 3	E = -3	F = -1	G = -12	H = -3	I = -2	J = 6

O=C(Nc1cccc(Cl)c1)Nc1nnc(-c2ccccc2)o1
  A = 5	B = 0.8	C = 9	D = -5	E = -2	F = 2	G = -5	H = 1	I = 11	J = 30

O=c1cc(N2CCc3ccccc32)[nH]c(=O)n1-c1ccccc1Cl
  A = -1	B = 0.2	C = 1	D = -13	E = -9	F = 4	G = 4	H = -1	I = -5	J = 11

COC(=O)CSc1ncnc2c1sc1nc(N3CCOCC3)c3c(c12)CCCC3
  A = -12	B = -0.2	C = -2	D = -7	E = 7	F = 4	G = 0	H = -10	I = -5	J = 11

O=C(Nc1cccc(Cl)c1)c1cc(S(=O)(=O)N2CCOCC2)cs1
  A = 5	B = 0.3	C = -3	D = -10	E = 5	F = -3	G = 2	H = -24	I = 10	J = -15

COC(=O)NC1CSCC1OC(=O)CCN1C(=O)c2ccccc2C1=O (centres undefined)
  A = 4	B = 1.0	C = 4	D = -4	E = 2	F = -6	G = 2	H = -9	I = 2	J = -6

COc1cc(CN2CCN(c3cccc(C)c3C)CC2)cc(Br)c1O
  A = 2	B = ?	C = -5	D = 33	E = 15	F = 1	G = -9	H = -3	I = 5	J = 8

NS(=O)(=O)c1ccc(Sc2ccccn2)c([N+](=O)[O-])c1
  A = 7	B = -0.6	C = 12	D = -17	E = -5	F = -5	G = 19	H = 5	I = -44	J = 12

C=CCn1c(SCC(=O)Nc2cc(C)ccc2OC)nnc1-c1ccco1
  A = -3	B = -0.3	C = -4	D = 4	E = -5	F = 2	G = -3	H = -4	I = 5	J = 24

CC(C)Oc1cccc(C(=O)N2CCCC2)c1
  A = -1	B = 0.2	C = -2	D = -13	E = -4	F = -5	G = -2	H = 0	I = 8	J = 13

Cc1ncsc1C(=O)Nc1nc2c(s1)CC(C)CC2 (centres undefined)
  A = -2	B = -0.6	C = -6	D = -3	E = 8	F = 2	G = -2	H = 1	I = 5	J = 4

CN(CC(=O)Nc1cccc(F)c1)C(=O)c1cc(-c2ccccc2)nc2ccccc12
  A = -3	B = 5.0	C = 2	D = -7	E = -1	F = nt	G = 13	H = -24	I = 2	J = nt

CCn1cc(CNC(=O)CSc2nc(-c3ccc(OC)c(OC)c3)cc(C(F)(F)F)n2)c(C)n1
  A = -1	B = 0.5	C = 0	D = 8	E = -11	F = 1	G = 10	H = 4	I = 6	J = 51*

CCCn1c2ccccc2c2cnn(CC(=O)NCCCN3CCN(c4ccccc4)CC3)c(=O)c21
  A = -2	B = -1.3	C = -5	D = 11	E = 1	F = 3	G = -3	H = -1	I = -16	J = 0

N#CC1C(=O)Nc2cccnc21 (centres undefined)
  A = 3	B = -0.1	C = -7	D = nt	E = -2	F = nt	G = -7	H = nt	I = -5	J = nt

CCCCNC(=O)[C@]1(C)CCC[C@@]2(C)C3CC[C@@]4(C)C[C@]3(CCC21)CC4=O (some centres undefined)
  A = 2	B = -0.9	C = 2	D = -4	E = 9	F = nt	G = 1	H = 1	I = -1	J = nt

(further entries)
Keys: A = MazF activator; B = BoNT-A LC inh2; C = Anthrax LF prot; D = PriA SSB inh; E = CCHF vOTU inh; F = 3CLpro inhibitor; G = BoNT F protease; H = Rv3671c inh; I = PrPC TRFRET; J = VHR inh abs
O=S1(=O)c2ccccc2C(O)(c2ccccc2)c2ccccc21
  A = -3	B = -0.1	C = 3	D = -14	E = 1	F = nt	G = 5	H = nt	I = 4	J = nt

CCOc1cc(/C=N/n2c(C)nc3ccccc3c2=O)ccc1O
  A = 7	B = -2.7	C = -11	D = nt	E = 3	F = -2	G = -12	H = 2	I = 7	J = 21

Cc1ccc(OCC(=O)Nc2ccc(S(=O)(=O)N3CCOCC3)cc2)c(Br)c1
  A = 4	B = -3.7	C = 0	D = -8	E = 10	F = -3	G = -5	H = -18	I = 2	J = 24

COc1ccc(C2=NS(=O)(=O)N(C)C(C(=O)NCc3ccccc3)=C2)cc1OC
  A = 7	B = 0.9	C = -2	D = -9	E = 14	F = -1	G = -5	H = -1	I = -8	J = -14

C/C(=N\NC(=O)c1cccnc1)c1cc(C)oc1C
  A = -4	B = 0.3	C = -2	D = nt	E = -7	F = 5	G = 2	H = 4	I = 2	J = -20

CC1CCCC(NC(=O)/C=C/c2c(F)cccc2Cl)C1C (centres undefined)
  A = -5	B = -1.4	C = 7	D = -11	E = 16	F = nt	G = -6	H = -5	I = -4	J = nt

CC(C)CNC(=O)c1ccccc1NC(=O)Nc1ccccc1
  A = 2	B = 0.4	C = -3	D = -10	E = 2	F = 1	G = -21	H = 4	I = 6	J = 12

Cc1ccc(NC(=O)CCN2CCC(C(N)=O)CC2)cc1
  A = 1	B = 1.9	C = 1	D = -2	E = 7	F = 0	G = ?	H = -2	I = -3	J = 18

COc1cccc(C(=O)OCC(=O)NCCNC(=O)COC(=O)c2cccc(OC)c2OC)c1OC
  A = 2	B = 0.5	C = 0	D = -3	E = -8	F = 1	G = -12	H = -6	I = -7	J = -23

CC(C)c1csc2nc3n(c(=O)c12)CCCCC3
  A = 3	B = -0.5	C = -3	D = -10	E = 2	F = -1	G = -3	H = -9	I = -11	J = 15

FC(F)(F)C(F)(F)C(F)(F)c1nc2nc(Cl)c(Cl)nc2[nH]1
  A = -28	B = 0.1	C = -7	D = nt	E = 0	F = nt	G = -4	H = nt	I = 12	J = nt

Cc1ccccc1C(=O)NCc1nnc(SCC(=O)N2c3ccccc3Sc3ccccc32)n1C
  A = 9	B = -0.2	C = -1	D = -1	E = -11	F = -1	G = 1	H = -4	I = 0	J = -8

O=S(=O)(c1ccc2nc(N3CCN(c4ccc(F)cc4)CC3)ccc2c1)N1CCCCC1
  A = 8	B = 4.8	C = 2	D = -17	E = 3	F = 4	G = -7	H = -10	I = 5	J = -22

Cc1sc(-c2ccccn2)nc1OC(=O)c1ccc(Cl)cc1
  A = -1	B = 0.2	C = -12	D = -10	E = 3	F = -2	G = 0	H = 2	I = -1	J = -7

CCC1(c2ccccc2)NC(=O)N(CC(=O)Nc2cccnc2Cl)C1=O (centres undefined)
  A = -1	B = 4.4	C = 2	D = 3	E = 0	F = nt	G = 6	H = -1	I = -4	J = nt

O=C(CCl)Nc1cc(SCC(O)CO)cc([N+](=O)[O-])c1 (centres undefined)
  A = 1	B = -0.8	C = -1	D = -7	E = -6	F = 6	G = -7	H = nt	I = -16	J = -6

Cc1nnc(SCC(=O)Nc2cccc(S(=O)(=O)NC3=NCCCCC3)c2)n1Cc1ccccc1
  A = -1	B = -0.3	C = -2	D = 6	E = -11	F = -2	G = 0	H = -10	I = -2	J = 0

CCCCn1nnnc1C(c1cc2ccccc2o1)N(C)Cc1ccccc1 (centres undefined)
  A = nt	B = -0.3	C = -8	D = nt	E = 9	F = nt	G = -3	H = nt	I = 13	J = nt

Cc1cccc(C(=O)OCC(=O)c2c(N)n(CC(C)C)c(=O)n(C)c2=O)c1O
  A = 1	B = 3.2	C = -2	D = 14	E = 13	F = nt	G = 14	H = -21	I = 6	J = nt

O=C(COc1ccc(Cl)cc1)Nc1c(-c2cccs2)nc2ccccn12
  A = 9	B = 0.9	C = -2	D = -2	E = -21	F = -2	G = 3	H = -2	I = -11	J = -15

By substructure, the entries above containing a Cl atom (9)
Keys: A = MazF activator; B = BoNT-A LC inh2; C = Anthrax LF prot; D = PriA SSB inh; E = CCHF vOTU inh; F = 3CLpro inhibitor; G = BoNT F protease; H = Rv3671c inh; I = PrPC TRFRET; J = VHR inh abs
O=C(Nc1cccc(Cl)c1)Nc1nnc(-c2ccccc2)o1
  A = 5	B = 0.8	C = 9	D = -5	E = -2	F = 2	G = -5	H = 1	I = 11	J = 30

O=c1cc(N2CCc3ccccc32)[nH]c(=O)n1-c1ccccc1Cl
  A = -1	B = 0.2	C = 1	D = -13	E = -9	F = 4	G = 4	H = -1	I = -5	J = 11

O=C(Nc1cccc(Cl)c1)c1cc(S(=O)(=O)N2CCOCC2)cs1
  A = 5	B = 0.3	C = -3	D = -10	E = 5	F = -3	G = 2	H = -24	I = 10	J = -15

CC1CCCC(NC(=O)/C=C/c2c(F)cccc2Cl)C1C (centres undefined)
  A = -5	B = -1.4	C = 7	D = -11	E = 16	F = nt	G = -6	H = -5	I = -4	J = nt

FC(F)(F)C(F)(F)C(F)(F)c1nc2nc(Cl)c(Cl)nc2[nH]1
  A = -28	B = 0.1	C = -7	D = nt	E = 0	F = nt	G = -4	H = nt	I = 12	J = nt

Cc1sc(-c2ccccn2)nc1OC(=O)c1ccc(Cl)cc1
  A = -1	B = 0.2	C = -12	D = -10	E = 3	F = -2	G = 0	H = 2	I = -1	J = -7

CCC1(c2ccccc2)NC(=O)N(CC(=O)Nc2cccnc2Cl)C1=O (centres undefined)
  A = -1	B = 4.4	C = 2	D = 3	E = 0	F = nt	G = 6	H = -1	I = -4	J = nt

O=C(CCl)Nc1cc(SCC(O)CO)cc([N+](=O)[O-])c1 (centres undefined)
  A = 1	B = -0.8	C = -1	D = -7	E = -6	F = 6	G = -7	H = nt	I = -16	J = -6

O=C(COc1ccc(Cl)cc1)Nc1c(-c2cccs2)nc2ccccn12
  A = 9	B = 0.9	C = -2	D = -2	E = -21	F = -2	G = 3	H = -2	I = -11	J = -15

This is a subset; rates above refer to the full screens.
